Screening data as filed in PubChem BioAssay.
IDH1 R132H inh: qHTS for Inhibitors of mutant isocitrate dehydrogenase 1 (IDH1): qHTS | Isocitrate dehydrogenase [NADP] cytoplasmic (Homo sapiens), O75874 | IDH1-R132H enzyme, NADPH consumption, diaphorase/resazurin fluorescence | Potency, µM (doses to about 76.6 µM), inactives show top-dose activity change, negative = inhibition, actives largely listed as inhibitors | 390,000 tested, 0.093% active | AID 602179, 2012; also: potency is read from the fitted curve at half-maximal effect; % is scaled to controls: 0 for no effect and ±100 for the full control effect; nearly all actives have a fitted effect of over 65% in size
Target sequence (O75874 whole entry R132H, stated change not applied): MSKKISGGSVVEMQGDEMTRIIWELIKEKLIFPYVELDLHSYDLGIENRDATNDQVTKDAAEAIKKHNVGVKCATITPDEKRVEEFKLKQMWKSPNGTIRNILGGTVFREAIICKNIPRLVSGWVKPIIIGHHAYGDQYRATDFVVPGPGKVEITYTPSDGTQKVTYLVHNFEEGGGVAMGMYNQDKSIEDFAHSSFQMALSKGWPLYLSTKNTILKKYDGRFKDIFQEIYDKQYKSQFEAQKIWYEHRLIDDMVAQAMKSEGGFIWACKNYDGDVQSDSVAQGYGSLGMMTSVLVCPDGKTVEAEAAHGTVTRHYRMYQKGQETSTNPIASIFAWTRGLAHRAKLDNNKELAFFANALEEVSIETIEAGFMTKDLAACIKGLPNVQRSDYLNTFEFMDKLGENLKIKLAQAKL
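IDH1-R132H (0.5 ug/mL) preincubated 30 min with compound, then NADPH (0.016 mM) and alpha-KG (2 mM) added; 80 min at RT, pH 7.5. Remaining NADPH coupled via diaphorase/resazurin to fluorescence (540/590 nm); concentration-response curves normalized to no-enzyme control.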
Tb PGK inh: qHTS Assay to Find Inhibitors of Phosphoglycerate Kinase; Phosphoglycerate kinase, glycosomal (Trypanosoma brucei brucei), P07378; PGK/GAPDH coupled, Kinase-Glo luminescence, 60 min; Potency, µM (series often up to 57.5 µM), inactives show at the highest dose activity change, negative = inhibition, actives largely listed as inhibitors; 380,000 tested, 0.043% active; AID 602233, 2012; also: potency is read from the fitted curve at half-maximal effect; % is scaled to controls: 0 for no effect and ±100 for the full control effect; nearly all actives have a fitted effect of over 60% in size
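Recombinant glycosomal PGK reaction used 1,3-bisphosphoglycerate generated in-well by GAPDH (100nM final) in 100mM TEA pH 7.6, 5mM MgCl2, 0.01% Tween-20. After 60 minutes at room temperature, ATP was read by Kinase-Glo Plus luminescence end-point.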
TrxR1 substrate: qHTS Assay for Substrates of Mammalian Selenoprotein Thioredoxin Reductase 1 (TrxR1): qHTS | Thioredoxin reductase 1, cytoplasmic (Rattus norvegicus), O89049 | purified TrxR1 substrate turnover, NADPH consumption readout | Potency, µM (top dose mostly 114 µM), without a hit: top-dose activity change, negative = substrate turnover | 390,000 tested, 0.01% active; also: potency is read from the fitted curve at half-maximal effect; % is scaled to controls: 0 for no effect and ±100 for the full control effect; nearly all actives have a fitted effect of over 50% in size
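Rat TrxR1, dispensed at 90 nM, was prereduced with 400 uM NADPH (final) for 5 min at ~22 deg C, then incubated with compound 15 min before 400 uM selenite. A first-read NADPH fluorescence drop versus no-compound background flagged substrates.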
GLS inhibitor: qHTS for Inhibitors of Glutaminase (GLS) | 410,000 tested, 0.21% active | GLS enzymatic activity, qHTS titration | AID 624170, 2012 | Potency, µM (highest dose often 45.5 µM), inactives show at the highest dose activity change, negative = inhibition, actives largely listed as inhibitors | Glutaminase kidney isoform, mitochondrial (Homo sapiens), O94925; also: potency is read from the fitted curve at half-maximal effect; % is scaled to controls: 0 for no effect and ±100 for the full control effect
Target sequence (O94925 whole entry, looked up, canonical isoform): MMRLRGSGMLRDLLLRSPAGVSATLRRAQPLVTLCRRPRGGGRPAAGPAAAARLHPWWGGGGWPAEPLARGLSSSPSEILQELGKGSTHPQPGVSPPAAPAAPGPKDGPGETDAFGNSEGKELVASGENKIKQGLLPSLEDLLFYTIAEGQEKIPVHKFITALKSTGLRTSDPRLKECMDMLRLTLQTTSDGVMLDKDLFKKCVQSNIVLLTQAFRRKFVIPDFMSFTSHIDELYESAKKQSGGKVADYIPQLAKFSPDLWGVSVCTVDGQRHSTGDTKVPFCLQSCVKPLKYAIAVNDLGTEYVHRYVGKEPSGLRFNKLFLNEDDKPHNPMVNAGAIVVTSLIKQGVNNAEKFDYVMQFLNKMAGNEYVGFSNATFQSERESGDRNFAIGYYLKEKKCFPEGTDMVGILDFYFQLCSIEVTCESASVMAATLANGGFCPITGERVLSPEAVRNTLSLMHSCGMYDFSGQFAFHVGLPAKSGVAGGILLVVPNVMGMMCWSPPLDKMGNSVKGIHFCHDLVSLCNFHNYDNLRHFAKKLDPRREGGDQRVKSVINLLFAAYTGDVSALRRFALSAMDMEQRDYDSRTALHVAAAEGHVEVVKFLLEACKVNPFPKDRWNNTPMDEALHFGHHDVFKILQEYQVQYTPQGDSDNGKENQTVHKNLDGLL
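Coupled fluorescence readout: glutamate oxidase/HRP/Amplex Red detect glutamate formed by hKGA from L-glutamine (1 mM solution added). Buffer 45 mM KH2PO4 pH 8.2, 0.02% Tween-20; reads at t0 and 30 min RT.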
Pin1 inhibitor: qHTS Assay to Find Inhibitors of Pin1; Peptidyl-prolyl cis-trans isomerase NIMA-interacting 1 (Homo sapiens), Q13526; Pin1 FP peptide displacement, HiFluor488, 10 min; Potency, µM (highest dose often 115 µM), for the others: at the top dose activity, negative = inhibition, hits mostly inhibitors; 390,000 tested, 0.009% active; active = well fitted inhibition curve with a large enough effect in the polarisation, with a control signal flat, not every such curve was filed as active; inconclusive = small, poorly fitted or top-dose-only effect, or effect the other way, or a change in a side signal; inactive = no such curve, though single readings can be large or run the other way; the % refers to the polarisation; also: potency is read from the fitted curve at half-maximal effect; % is scaled to controls: 0 for no effect and ±100 for the full control effect
HP1b binding inh: HTS for Inhibitors of HP1-beta Chromodomain Interactions with Methylated Histone Tails. Chromobox protein homolog 1 (Homo sapiens), P83916. AlphaScreen HP1-beta / biotin-H3K9me3 peptide binding. 390,000 tested, 0.56% active. Potency, µM (top dose mostly 114 µM), for inactives: at the top dose activity change, negative = inhibition, most hits filed as inhibitors; also: potency is read from the fitted curve at half-maximal effect; nearly all actives have a fitted effect of over 70% in size; inactives centre near 23
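HP1-beta protein (50 nM final) preincubated 30 min at room temperature with biotinylated H3(1-18)K9me3 peptide (50 nM) in PBS pH 7.4, 0.01% Tween-20, then compound added for 30 min. AlphaScreen streptavidin donor/nickel chelate acceptor beads (10 ug/mL final), 30 min dark, luminescence read.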
rTrxR1 inhibitor: qHTS Assay for Inhibitors of Mammalian Selenoprotein Thioredoxin Reductase 1 (TrxR1): qHTS; recombinant rTrxR1, NADPH fluorescence consumption, selenite substrate; Potency, µM (series often up to 114 µM), without a hit: at the top dose activity change, negative = inhibition, actives largely listed as inhibitors; 390,000 tested, 1% active; also: potency is read from the fitted curve at half-maximal effect; % is scaled to controls: 0 for no effect and ±100 for the full control effect; nearly all actives have a fitted effect of over 65% in size
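Rat TrxR1 (90 nM in the dispensed reagent) was pre-reduced with 400 uM NADPH for 5 min at room temperature, then incubated with compound for 15 min. After 400 uM selenite was added, NADPH fluorescence (Ex 340/Em 450 nm) was followed for 8 min.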
USP1-UAF1 inh: Inhibitors of USP1/UAF1: Primary Screen; 390,000 tested, 0.23% active; Potency, µM (titrated, usually from 57.1 µM), without a hit: at the top dose activity change, negative = inhibition, most hits filed as inhibitors; Ubiquitin carboxyl-terminal hydrolase 1 (Homo sapiens), O94782; recombinant USP1/UAF1, Ub-Rhodamine cleavage fluorescence; also: potency is read from the fitted curve at half-maximal effect; % is scaled to controls: 0 for no effect and ±100 for the full control effect; nearly all actives have a fitted effect of over 60% in size; inactives centre near -12
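USP1/UAF1 complex at 1 nM was preincubated with compound for 15 min at room temperature, then Ub-Rho substrate (150nM final) was added. Fluorescence (480/540 nm) was read kinetically, 6 reads every 60 seconds.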
PI4K2A inh: qHTS for small molecular inhibitors of PI4K2A. Phosphatidylinositol 4-kinase type 2-alpha (Homo sapiens), Q9BTU6. purified PI4K2A, ADP-Glo luminescence, 1 h; active compounds read low. activity change, negative = inhibition, % at 76.9 µM. 420,000 tested, 0.13% active. AID 1346378, 2018; in the data active = activity change below about -50%; inconclusive = mostly about -30% to -49%;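 also: -100% = wells without enzyme as full effect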
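Compounds are screened against recombinant PI4K2A using PI as substrate and ATP, the latter dispensed at 300 microM. Reactions run one hour at ambient temperature before ADP-Glo detection; full inhibition defined by wells lacking enzyme.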
An asterisk follows results filed as active; i = inactive; ? = inconclusive; / = not tested or not shown; & = joins results of further samples; [ ] = dose if it differs, or a comment. Unless noted, calls follow the shape of the dose curve; as a rule, active = well fitted curve in the direction sought with a large enough effect; inconclusive = small, poorly fitted or top-dose-only effect, or another doubt; inactive = no such curve, though single readings can be large; an effect the other way counts as inactive or inconclusive.

SMILES	IDH1 R132H inh	Tb PGK inh	TrxR1 substrate	GLS inhibitor	Pin1 inhibitor	HP1b binding inh	rTrxR1 inhibitor	USP1-UAF1 inh	PI4K2A inh
COC(=O)c1cc(Br)c(=O)n(-c2ccccn2)c1	-1.0%	-0.7%	0.9%[57.1 µM]	-13.8%	3.7%	6.0%	-8.3%[57.1 µM]	7.7%	3.2
CN1CCN(S(=O)(=O)c2cccc(C(=O)Oc3cccc(Br)c3)c2)CC1	2.6%	-0.9%	-9.7%	-32.3%	-2.3%	8.6%	?	-6.2%	3.5
O=C(CCC(=O)N1CCOc2ccccc21)NCCCN1CCN(Cc2ccccc2)CC1	11.6%	-3.6%	1.9%[57.1 µM]	5.1%	-5.1%	16.6%	-1.3%[57.1 µM]	-15.3%	3.2
COc1ccc(NC(=O)CSc2nnc(-c3cccs3)n2N)c(OC)c1	3.1%	2.3%	6.4%	-2.8%	-6.6%	-2.1%	19.2%	-17.3%	-2.4
COc1ccc(Nc2c3c(nc4c(-c5ccccc5)c(C)nn24)CCC3)cc1	5.2%	2.2%	-4.6%	7.2%	5.8%	22.8%	-8.6%	1.6%	-4.3
O=C(Cc1ccc(NC(=O)N2CCCCc3ccccc32)cc1)NCc1ccccc1Br	-11.3%	-0.5%	1.2%[57.1 µM]	3.2%	37.9%[activator]	23.3%	5.1%[57.1 µM]	-23.5%	-4.2
COc1ccc(C/C(N)=N/OC(C)=O)cc1OC	1.3%	-0.5%	-2.4%	7.9%	0.6%	23.3%	-7.6%	-15.7%	2.1
CC(C)(C)NC(=O)C(=O)NN=C1CCCCCCC1	4.2%	i	-6.2%	-0.5%	-10.6%	21.6%	-13.5%	-19.3%	3.1
C=CCNC(=S)NNC(=O)c1ccco1	-1.3%	1.1%	-6.0%	-3.5%	9.4%	42.7%[activator]	1.5%	-16.0%	-3.0
Cc1cccc(NC(=O)CN2C(=O)CCc3ccccc32)c1C	12.7%	9.4%	16.9%[11.4 µM]	-16.0%	5.4%	22.3%	-7.1%	-1.1%	1.0
Cn1nc(CC(=O)Nc2cccc3ncccc23)c2ccccc2c1=O	7.2%	3.1%	3.6%	-7.6%	-5.0%	39.1%[activator]	0.1%	-13.7%	26.8
Cc1ccc(NC(=O)c2cc(C)n(-c3cccc(C)c3)c2C)cc1	26.5%	-3.2%	-8.5%	-0.7%	12.6%	-4.4%	-4.1%	-26.2%	-2.5
CCCOc1ccc(CSc2nnc(CCC)n2N)cc1	3.7%	0.8%	4.9%[57.1 µM]	9.4%	-2.6%	11.1%	15.1%[57.1 µM]	3.6%	-8.7
O=[N+]([O-])c1ccc(S(=O)(=O)N2CCSC2c2ccco2)cc1 (stereo unspecified)	2.0%	-6.9%	4.4%	5.9%	-7.8%	-22.5%	-13.9%	-27.5%	-6.3
C[C@H](CO)N1C[C@H](C)[C@@H](CN(C)C(=O)Nc2ccccc2)Oc2ccc(NC(=O)C3CC3)cc2C1=O	-4.6%	-1.4%	-0.6%	2.9%	-3.9%	?	-13.9%	17.3%	-1.1
CCc1ccccc1NC(=O)CN(C)C(=O)CSc1nn(-c2ccc(F)cc2)c(=S)s1	-2.7%	-7.4%	4.9%[57.1 µM]	3.0%	2.0%	18.7%	12.6%[57.1 µM]	-17.3%	7.2
O=C(Nc1ccc(S(=O)(=O)NCc2ccco2)cc1)c1ccncc1	14.3%	i	-9.4%	-14.8%	3.3%	11.3%	23.2%[57.1 µM]	-2.6%	6.1
O=C(O)CSc1nnc(SCc2cccc3ccccc23)s1	-3.4%	9.6%	5.3%	-5.0%	1.2%	25.1%	12.7%	-10.2%	0.7
N#Cc1ccc(CSc2nc(N)cc(=O)[nH]2)cc1	2.6%	-7.8%	4.6%	-0.4%	-6.9%	29.5%	47.2%[activator]	0.3%	6.1
O=C(CN1C(=O)CSc2ccc(S(=O)(=O)N3CCOCC3)cc21)NCCCN1CCc2ccccc2C1	14.5%	-1.0%	-1.7%	-7.7%	-0.2%	12.0%	27.2%	-7.5%	2.6
CN1C(=O)CC(N2CCN(CCN=CC3=C(O)CC(C)(C)CC3=O)CC2)C1=O (stereo unspecified)	5.3%	1.6%	0.5%	-0.2%	-14.3%	48.3%[activator]	-12.3%[57.1 µM]	5.1%	-7.3
C=CCN1C2CCCC1CC(NC(=O)Nc1cccc(C(C)=O)c1)C2 (stereo unspecified)	2.7%	-9.7%	11.3%[57.1 µM]	0.5%	2.9%	68.5%	-10.3%[57.1 µM]	-9.2%	1.0
Cc1ccc(NC(=O)CN2CCc3ccccc3C2)cc1	4.8%	-1.5%	-6.6%	-1.1%	0.1%	34.1%	-6.9%	-16.5%	3.9
CCc1c(C)sc2nc(C(C)C)nc(SCC(=O)N3CCc4ccccc4C3)c12	-3.2%	-10.3%[11.5 µM]	-8.1%	-2.8%	8.5%	50.7%[activator]	14.6%	-29.0%	1.7
Cc1ccc(O)c(NC(=O)c2noc(C(C)C)c2[N+](=O)[O-])c1	13.5%	-8.7%	3.5%	18.1%	0.5%	29.9%	-6.9%	-21.8%	-9.1

Next compounds follow.
SMILES	IDH1 R132H inh	Tb PGK inh	TrxR1 substrate	GLS inhibitor	Pin1 inhibitor	HP1b binding inh	rTrxR1 inhibitor	USP1-UAF1 inh	PI4K2A inh
CC(C)=C1SC(N2CCN(c3cccc(C)c3)CC2)=NC1=O	-0.6%	-4.1%	-0.3%	36.0%[activator]	-0.2%	8.7%	24.6%	-4.5%	4.5
CCOC(=O)C1CCCCN1Cc1ccc(F)c(Br)c1 (stereo unspecified)	7.4%	-7.5%	-4.8%	-3.4%	-6.3%	?	-2.1%	-13.7%	1.7
Cc1ccc(NC(=O)c2ccc(NC(=O)C3CCCCC3C(=O)O)cc2)cc1 (stereo unspecified)	0.3%	i	3.5%	3.2%	-2.7%	35.4%	11.3%	-29.0%	-4.7
Oc1ccccc1-c1nc(NCc2cccnc2)c2ccccc2n1	0.0%	-3.5%	-11.6%	-8.4%	?	56.6%[activator]	6.6%	-3.6%	5.4
Cc1ccc(Cn2cc(/C=C(/C#N)C(=O)Nc3cccc(Cl)c3)c3ccccc32)cc1	25.3%	5.6%	-5.5%	-2.6%	?	26.2%	0.8%	?	-1.0
CCCCCC1CCC(c2ccc(/C(N)=N/O)cc2)CC1 (stereo unspecified)	-12.5%	-4.4%	-3.9%	-2.5%	-7.4%	12.9%	31.3%[activator]	-21.4%	6.7
O=C(N/N=C/c1cccn1-c1cccc(C(=O)O)c1)Nc1ccccc1	-0.3%	?	-12.9%	-0.3%	-9.1%	-23.7%	-21.8%	2.3%	-4.0
CN(C)C(CNC(=O)CCNS(=O)(=O)c1ccccc1C(F)(F)F)c1ccccc1 (stereo unspecified)	-19.6%	1.8%	-0.2%	11.2%	1.0%	40.8%[activator]	5.1%	1.6%	-2.5
COc1ccc2cc(CN(Cc3ccco3)C(c3nnnn3C3CCCCC3)C(C)C)c(=O)[nH]c2c1 (stereo unspecified)	1.0%	-9.5%	3.5%[57.1 µM]	10.0%	-3.8%	12.8%	-29.1%[57.1 µM]	-1.3%	-3.2
COc1ccc(OC)c(S(=O)(=O)Nc2ccc3c(c2)n(C)c(=O)n3C)c1	6.3%&15.9%	-0.7%&-9.6%	9.3%&-2.0%	7.3%&29.8%	0.1%&-2.3%	-24.3%&21.8%	24.6%&-29.3%	?	3.1&-3.6
CSCCC(NC(=O)c1ccccc1)C(=O)NCCCSc1ccccc1 (stereo unspecified)	0.6%	-5.6%	-4.1%	-1.7%	-3.0%	14.4%	0.7%	-4.3%	1.6
COc1ccc(S(=O)(=O)N(CCc2ccccc2)CC(=O)O)cc1C	2.7%	i	2.4%	16.5%	-2.2%	11.2%	18.2%	-5.2%	-1.2
Cc1ncoc1C(=O)N1CCCC(C(=O)c2ccc(-c3ccccc3)cc2)C1 (stereo unspecified)	-9.1%	-2.7%	-3.1%	-4.2%	-0.5%	-5.2%	1.6%	-11.4%	2.1
O=C(O)C1c2ccccc2Cc2ccccc21	2.6%	-3.4%	/	-2.3%	/	/	/	-20.5%	-4.0
O=C(NCc1ccc(Cl)cc1)C1CCCN(c2ncnc3onc(-c4ccc(F)cc4)c23)C1 (stereo unspecified)	-14.6%	i	4.3%	3.2%	6.1%	35.4%	17.9%	-23.3%	1.0

Only part of the results is shown; count on the stated rates, not on these rows.
